# ABHD4 inh – ABHD4 inhibitors, primary screen, biochemical, fluorescence polarization, mouse. (Lyso)-N-acylphosphatidylethanolamine lipase (Mus musculus), Q8VD66. purified mABHD4, FP-Rh probe fluorescence polarization. inhibition, % at 8.92 µM. 0.54% of 370,000 active;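 active = inhibition exceeding the mean over every tested compound plus 3 SD, cut at about 30% in these data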;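 also: 0% = plate median of compound wells and 100% = S159A mutant with DMSO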
#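 Doses – 8.92 µM, single dose · Material – wild-type mouse ABHD4 protein · Replication – single well per compound (singlicate) · Measure – percent inhibition of probe binding, normalized to plate controls · Schedule – 45 min compound pre-incubation plus 60 min probe step, 25 °C · Detection – fluorescence polarization with parallel and perpendicular emission, 525/598 nm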
# SIAE primary – human SIAE inhibitors, primary screen, biochemical, fluorescence polarization, FP-Rh probe, 1536-well HTS | SIAE FP-Rh probe binding | inhibition, % at 9.66 µM | 0.69% of 370,000 active;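 active = inhibition above a cutoff: mean of compounds within the control limits plus 3 SD of those, cut at about 17% in these data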;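 also: 0% = plate median of compound wells and 100% = probe without SIAE protein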
# LEDGF integ inh – blockers of LEDGF/p75-dependent integrase strand transfer – biochemical, TR-FRET, high throughput, primary screen; HIV-1 integrase (with human LEDGF/p75); TR-FRET IN-LEDGF/p75 DNA integration, Eu/Cy5; inhibition, % at 3.7 µM; 0.64% of 370,000 active; AID 743269, 2014;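 active = inhibition above the screen-wide mean plus 3 SD, cut at about 13% in these data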;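 also: signal is the Cy5 over europium emission ratio at 671 and 618 nm; 0% = plate median of compound wells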
# TCR-CD3 inh – inhibitors of human TCR-CD3 interaction, primary screen, biochemical, fluorescence, TAMRA-labeled TCR probe; T-cell receptor (TCR); inhibition, % at 9.4 µM; 0.37% of 360,000 active; in the data active = inhibition above about 19%;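 also: recombinant mutant TCR 2C K166C tagged with TAMRA read by polarization; 0% = receptor in buffer alone and 100% = receptor with positive control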
# MBD2 DNA inh – inhibitors of MBD2 binding to methylated DNA, primary screen, biochemical, TR-FRET, DNA-binding domain, human; MBD2 binding to methylated oligonucleotide; Methyl-CpG-binding domain protein 2 (Homo sapiens), Q9UBB5; inhibition, % at 4.4 µM; AID 686964, 2013; 0.31% of 370,000 active; in the data active = inhibition above about 13%
# TDP2 inh – human TDP2 enzyme inhibitors, primary screen, biochemical, epi absorbance, recombinant enzyme | Tyrosyl-DNA phosphodiesterase 2 (Homo sapiens), O95551 | T5PNP hydrolysis, p-nitrophenol absorbance 415 nm | inhibition, % at 12.8 µM | 0.34% of 370,000 active;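 active = inhibition above the mean of all tested compounds plus 3 SD, set per campaign, cut at about 25% in these data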;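 also: 0% = DMSO with enzyme and 100% = buffer with substrate but no TDP2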
#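 System – recombinant human TDP2 · Amount – 120 nM TDP2 per well · Buffer or medium – Mg2+-containing Tris-HCl buffer, pH 7.5 · Reagent – T5PNP substrate, 5 mM · Dosing – 12.8 µM single point, 1% DMSO · Incubation – 2 h at 37 °C · Measured by – epi absorbance · Read-out basis – percent inhibition · Benchmarks – high control without enzyme, low control DMSO plus TDP2 · Repeats – singlicate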
# PRMT1 FP inh – PRMT1 methyltransferase inhibitors, primary screen, biochemical, fluorescence polarization | inhibition, % at 2.79 µM | Protein arginine N-methyltransferase 1 (Homo sapiens), Q99873 | AID 652257, 2013 | 1.3% of 370,000 active | recombinant PRMT1, activity-based probe fluorescence polarization;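 active = inhibition above about 21% made by adding two undisclosed values, limit read from the data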
# Target sequence (Q99873 whole entry, looked up): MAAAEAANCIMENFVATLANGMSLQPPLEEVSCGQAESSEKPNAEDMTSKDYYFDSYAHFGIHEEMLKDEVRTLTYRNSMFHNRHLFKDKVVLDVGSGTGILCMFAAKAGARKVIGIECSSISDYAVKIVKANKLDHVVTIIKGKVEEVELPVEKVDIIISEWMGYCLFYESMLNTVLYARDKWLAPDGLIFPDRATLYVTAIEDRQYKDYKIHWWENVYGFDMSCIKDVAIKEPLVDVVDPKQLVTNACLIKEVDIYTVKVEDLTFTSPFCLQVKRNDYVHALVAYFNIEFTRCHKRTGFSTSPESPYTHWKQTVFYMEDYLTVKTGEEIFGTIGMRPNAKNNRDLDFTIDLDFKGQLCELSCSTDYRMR
# rCAG RNA binder – binders of r(CAG) RNA repeats, primary screen, biochemical, fluorescence | r(CAG) RNA repeat, TO-PRO-1 dye displacement fluorescence | inhibition, % at 3 µM | 1.3% of 370,000 active | AID 651821, 2012;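 active = inhibition above the plate cutoff, the mean of all test compounds on that plate plus 3 SD, cut at about 35% in these data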;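 also: 0% = DMSO alone and 100% = 100 µM mitoxantrone as full dye displacement; higher means more dye released from RNA so lower well fluorescence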
# HTRA1 inh – HTRA1 serine protease inhibitors, primary screen, biochemical, fluorescence polarization, HTS; Q92743; recombinant HTRA1, FP-rhodamine activity-based probe; inhibition, % at 5.96 µM; 0.5% of 340,000 active; AID 504803, 2011; in the data active = inhibition above about 36%;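 also: 0% = enzyme with DMSO and 100% = wells lacking enzyme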
# Target sequence (Q92743 whole entry, looked up): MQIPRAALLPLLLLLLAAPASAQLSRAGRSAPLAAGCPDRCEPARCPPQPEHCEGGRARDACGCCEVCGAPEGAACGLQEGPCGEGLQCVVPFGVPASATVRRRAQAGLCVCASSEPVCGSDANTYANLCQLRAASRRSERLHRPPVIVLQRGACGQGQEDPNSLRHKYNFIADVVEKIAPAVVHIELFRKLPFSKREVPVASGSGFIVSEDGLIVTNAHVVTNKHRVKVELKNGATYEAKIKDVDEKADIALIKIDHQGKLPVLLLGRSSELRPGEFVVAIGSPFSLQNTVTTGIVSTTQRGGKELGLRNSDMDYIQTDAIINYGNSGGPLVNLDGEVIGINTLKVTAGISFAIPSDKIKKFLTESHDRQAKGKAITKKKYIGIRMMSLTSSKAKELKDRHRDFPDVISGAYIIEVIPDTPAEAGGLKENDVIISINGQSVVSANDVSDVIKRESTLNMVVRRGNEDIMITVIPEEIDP
# GC-B act – human GC-B receptor activators, primary screen, HEK293 GC-B cells, cGMP TR-FRET, EC30 CNP | Atrial natriuretic peptide receptor 2 (Homo sapiens), P20594 | 0% at EC30 CNP, 100% saturating CNP | activation, % at 10 µM | 0.11% of 370,000 active | AID 1920062, 2024;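 active = activation at 10 µM reaching about 35% in either raw or pattern-adjusted values, limit read from the data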
# The depositor's hits bear a star; · = not tested or not shown. Some of the compounds tested, so the mix of outcomes need not match the whole.
SMILES,ABHD4 inh,SIAE primary,LEDGF integ inh,TCR-CD3 inh,MBD2 DNA inh,TDP2 inh,PRMT1 FP inh,rCAG RNA binder,HTRA1 inh,GC-B act
CCCNC(=O)C1(C)CCN(C(=O)c2cc(C)n(C(C)(C)C)n2)C1 (stereo not given),0,-3,0,4,-3,11,1,0,·,4
O=C(CCCc1nc2ccccc2s1)N1CCN(c2ccccc2F)CC1,-1,4,2,5,-2,12,-6,-6,-4,7
Fc1ccc(CN2CCCCCCC2)cc1,0,-7,0,-4,-3,1,-2,-4,1,0
O=C(CSc1n[nH]c(=O)n1Cc1ccco1)c1ccc(F)cc1,-2,-7,-3,-1,1,1,-1,-6,·,-2
COc1ccc(OCc2cc(C(=O)NC3CCc4ccccc43)no2)c(Cl)c1 (stereo not given),2,5,-1,-1,1,-2,0,-1,-7,5
COCC(C)NC(=S)NCCc1ccc(Cl)cc1Cl (stereo not given),-8,3,2,3,-1,7,-2,-6,-4,0
CCC(=O)NC(c1cc(Cl)c2ccccc2c1O)C1CC1 (stereo not given),-2,-8,-2,-3,3,11,0,-1,-22,4
CCOC(=O)/C(=N\Nc1ccc(Cl)cc1)c1csc(Nc2ccccc2)n1,2,20*,5,2,0,-2,1,12,28,-7
O=C(c1cccc(S(=O)(=O)N2CCCCC2)c1)N1CCN(S(=O)(=O)c2ccc(F)cc2)CC1,2,-4,3,-1,-3,-4,3,-4,-2,4
CC(Oc1ccc(Cl)cc1)C(=O)N(C)CC(=O)Nc1ccc(N2CCOCC2)cc1 (stereo not given),5,4,-4,0,2,-11,1,-5,10,1
CCOc1cccc(N(C(=O)c2ccco2)C(C(=O)NC2CCCC2)c2cccnc2)c1 (stereo not given),7,0,1,-1,4,-13,-2,-5,11,-1
O=C(Nc1ccc(F)c(Cl)c1)c1cc(C2CCCCN2C(=O)CCc2ccccc2)on1 (stereo not given),-26,-24,-2,0,-5,0,-1,3,·,3
Cc1cccc(NC(=O)CC2NCCNC2=O)c1 (stereo not given),-5,-2,4,7,2,-12,1,1,-3,-6
CC(=O)Nc1ccc2c(c1)CN(c1cc(C)ccc1C)CO2,10,14,2,8,2,-4,0,7,8,4
CCC(=O)Nc1ccc(N2CCCCC2)c(C(=O)Nc2ccccc2C)c1,5,6,6,-4,2,-5,3,-3,-9,6
COc1ccccc1CN(C)C(=O)c1cc(-c2cc(OC)c(OC)c(OC)c2)nc2ccccc12,-12,-14,-12,0,6,-16,7,2,-19,5
CCC1NC(=O)c2cc3ccccc3cc2-n2c1nc1ccc(F)cc1c2=O (stereo not given),1,1,0,3,2,-5,-3,3,-2,3
CCC(=O)NCCc1nc(-c2ccccc2)no1,1,-1,2,-2,5,-2,2,2,0,2
Cc1ccnc(OC(C(=O)O)C(OCCc2ccccc2)(c2ccccc2)c2ccccc2)n1 (stereo not given),9,-5,-7,-9,3,3,-1,21,-10,7
COc1ccccc1N1CCN(C2CCCN(C(=O)CCC(=O)N(C)C)C2)CC1 (stereo not given),-2,-4,-4,-7,0,3,-2,-4,3,-3
COc1ccccc1NC(=O)N(O)C1(C#N)CCCCC1,2,3,-2,5,-7,4,-3,0,7,2
O=C(N/N=C/c1ccccc1O)c1ccc2c(c1)OCO2,-12,-14,-1,0,8,-13,3,1,18,3
CSCC[C@H](NC(=O)[C@@H]1CSC2c3ccccc3C(=O)N21)C(=O)NC1CCCC1 (stereo not given in full),0,-3,1,9,-1,-2,-2,-3,3,2
CC(C)[C@H](NC(=O)c1ccccc1F)C(=O)NC1CCCCCCC1,0,-2,3,12,4,1,-1,-1,4,0
COCC(C)n1c(C)cc(C(=O)COC(=O)CNC(=O)c2ccccc2)c1C (stereo not given),-1,-5,0,7,-1,-7,-3,-2,-6,2

# 4 compounds from above, showing only MBD2 DNA inh and LEDGF integ inh.
SMILES	MBD2 DNA inh	LEDGF integ inh
COc1ccccc1NC(=O)N(O)C1(C#N)CCCCC1	-7	-2
CC(Oc1ccc(Cl)cc1)C(=O)N(C)CC(=O)Nc1ccc(N2CCOCC2)cc1 (stereo not given)	2	-4
O=C(CCCc1nc2ccccc2s1)N1CCN(c2ccccc2F)CC1	-2	2
CCC1NC(=O)c2cc3ccccc3cc2-n2c1nc1ccc(F)cc1c2=O (stereo not given)	2	0

# More records follow:
SMILES,ABHD4 inh,SIAE primary,LEDGF integ inh,TCR-CD3 inh,MBD2 DNA inh,TDP2 inh,PRMT1 FP inh,rCAG RNA binder,HTRA1 inh,GC-B act
COc1ccc(-c2nn(-c3ccccc3)cc2C(N)=O)cc1OC,-2,1,-1,5,-2,14,0,8,0,-3
CCn1c(SCC(=O)Nc2sc3c(c2C(N)=O)CCC(C)C3)nnc1-c1ccco1 (stereo not given),5,-10,4,5,0,-7,22*,27,-10,-8
CC(C)=CC(=O)N1CCC(N2CCC(C(=O)N3CCOCC3)CC2)CC1,-6,-3,1,8,6,12,-1,0,0,-2
O=C(Nc1ccccn1)c1ccc2ccccc2n1,-2,3,-1,5,-5,-1,1,2,-9,-11
C[C@H](NC(=O)c1nc[nH]c1C(=O)NCCCCCNC(=O)OC(C)(C)C)C(=O)OC(C)(C)C,-9,4,1,-2,2,7,3,-7,-2,12
CC(C)Oc1ccc(CNC(=S)N/N=C/c2cccnc2)cc1,-11,5,-3,0,-1,6,1,0,-7,-3
CC(=O)c1ccc2c(c1)C1C=CCC1C(c1ccc(S(=O)(=O)N3CCOCC3)cc1)N2 (stereo not given),13,18*,-1,-1,-4,6,6,31,5,-5
Nc1nc(-c2ccco2)nn1C(=O)c1ccc(Cl)cc1,-1,-10,-3,1,-4,-23,-1,5,1,-8
Cc1cc(C)n(-c2nc(NCCCN(C)C)c3c4c(sc3n2)COC(C)(C)C4)n1,-2,-8,-3,-15,5,1,2,-6,·,2
O=C(O)c1cccc(NC(=S)NC(=O)c2ccc3ccccc3c2)c1,-37,-7,-5,-4,3,10,-2,33,-11,0
O=C(O)c1cc(NN=Nc2cccc(S(=O)(=O)O)c2)cc([N+](=O)[O-])c1,39*,-10,-1,7,-6,-3,2,6,3,-2
COCC(=O)NC1CCCCCC1,-3,2,0,-9,3,7,-2,-1,2,2
COc1ccc(-n2c(C)c3c(OC)cccc(=O)c3c2C)cc1,15,-2,-2,-10,-3,12,14,11,14,-2
O=C(Nc1cccc(F)c1)c1ccc(Br)o1,1,0,0,-5,-3,-1,-5,-3,-4,1
O=C(CN1CCN(c2ccccc2)CC1)Nc1nnc(-c2ccccc2)s1,3,-3,4,8,1,10,3,6,0,-6
CC(=O)c1c(C)nc2ccc(Br)cc2c1C(=O)O,2,1,-2,3,5,5,-2,3,4,-1
S=C(/N=c1/sccn1Cc1ccccc1)NC1CC1,3,-4,2,1,3,5,4,-3,-4,4
COc1ccc(N2C(=O)C3CCCN3C2c2ccccc2F)cc1 (stereo not given),5,-6,0,-1,2,-1,-1,2,2,2
NC(=O)c1cccc([N+](=O)[O-])c1,3,-7,2,4,1,2,0,1,0,-4
COc1cccc(NC(=O)Nc2nc(SC)ns2)c1,-23,-15,1,2,-1,7,1,44*,-6,-1
O=C(Nc1ccc2oc(-c3ccncc3)nc2c1)c1ccc(F)cc1,0,-1,2,2,-1,-6,-6,-2,1,-2
Cc1ccc(S(=O)(=O)NCCN2CCN(S(=O)(=O)c3ccccc3Cl)CC2)cc1,4,-1,6,5,-2,5,-1,-1,-3,6
Cc1cc(C)cc(NCc2cc(=O)oc3cc(-c4ccccc4)c(O)cc23)c1,10,0,-2,-2,-1,6,-1,7,-3,-3
Cc1cc(C)c(S(=O)(=O)n2cnc3ccccc32)c(C)c1,-3,0,1,1,-3,10,-1,3,0,1
CN(Cc1ccncc1)C(=O)[C@@H]1CCCN1C(=O)[C@@H]1CCCN1,-2,0,-4,-5,4,1,5,0,·,8
SMILES,ABHD4 inh,SIAE primary,LEDGF integ inh,TCR-CD3 inh,MBD2 DNA inh,TDP2 inh,PRMT1 FP inh,rCAG RNA binder,HTRA1 inh,GC-B act
Cc1ccc(C(=O)n2nc(-n3cccc3)c3c(C)cc(C)nc32)cc1,2,-6,0,3,-1,5,-1,-3,-17,5
CCOC(=O)N1CCN(C(=O)c2cc(OCC)c(OCC)c(OCC)c2)CC1,3,-1,-4,1,5,0,3,-12,-9,-2
CC(C)(C)c1[nH]nc2c1C(c1ccc(OC(=O)c3ccco3)cc1)C(C#N)=C(N)O2 (stereo not given),-8,-28,1,2,-3,-17,-4,-1,-8,-2
OCCC1CN(Cc2ccon2)CCN1CCc1ccccc1 (stereo not given),7,3,0,-1,1,13,-3,-3,-4,0
CC1(c2ccccc2)NC(=O)N(CCOc2ccccc2)C1=O (stereo not given),6,-8,-2,3,2,-3,2,-2,-9,4
CSc1ccccc1C(=O)NC1CCSc2ccccc21 (stereo not given),-9,-1,3,0,3,-8,4,4,0,-5
CC(=O)c1c(C(C)=O)c(C)n(C2CCCCC2)c1C,-2,-10,-2,2,0,1,1,3,1,-4
COc1cc(NC(=O)COC(=O)/C=C/c2ccc(OC)c(OC)c2)cc(OC)c1,-6,-14,2,2,3,15,1,1,-10,-10
N#Cc1ccc(OCC(=O)NCCCN2CCCC2=O)cc1,2,-1,-3,-1,3,4,0,0,3,-3
COc1ccc2sc(N(CCCN(C)C)C(=O)c3nc4ccccc4s3)nc2c1,4,1,1,-2,10,-3,1,5,-8,-2
O=c1cccccc1NN=C1CCCCC1,15,13,6,4,3,10,6,2,15,-4
O=C(NC1CCCCC1)c1nc2c(nnn2Cc2ccccc2Cl)c(=O)[nH]1,2,-7,-4,-2,3,3,0,5,-2,-11
Cc1ccc(S(=O)(=O)c2nc(-c3ccc(F)cc3)oc2N2CCOCC2)cc1,1,-3,-1,-1,7,-3,-3,-2,-2,-2
O=C(Cn1cnc2ccccc2c1=O)N1CCN(Cc2ccc(F)cc2)CC1,-5,0,5,·,-2,-2,-4,4,·,-2
Cc1ccc(C(CC(=O)c2ccc(Cl)cc2)C(=O)O)cc1 (stereo not given),-1,-3,3,1,6,-2,0,8,-3,-1
Cc1cccn2cc(CCNS(=O)(=O)c3ccc4c(c3)OCCO4)nc12,3,3,2,5,0,-5,0,2,-6,-4
O=C(CNC(=O)C1CCCCC1)NC1CCCCC1,1,2,-2,1,-5,-10,-3,0,2,3
Cc1ccc(C2=CSC3=NS(=O)(=O)CCN23)cc1C,0,5,-3,4,2,2,-1,-1,11,4

# Bioassay records from PubChem.
